mcGAS RapidFire – inhibitors of Mus musculus cyclic GMP-AMP synthase, initial high-throughput assay, cell-free, RapidFire MS | recombinant mouse cGAS, cGAMP by RapidFire MS | inhibition, % at 12.5 µM | 0.18% of 130,000 active | AID 1259397, 2018;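 active means inhibition of cGAS enzyme activity at or above 60%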;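 further: enzyme stimulated by 45 bp dsDNA with ATP and GTP substrates; cGAMP share of summed cGAMP plus half ATP and half GTP signals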
Target sequence (Q8C6L5 whole entry, looked up): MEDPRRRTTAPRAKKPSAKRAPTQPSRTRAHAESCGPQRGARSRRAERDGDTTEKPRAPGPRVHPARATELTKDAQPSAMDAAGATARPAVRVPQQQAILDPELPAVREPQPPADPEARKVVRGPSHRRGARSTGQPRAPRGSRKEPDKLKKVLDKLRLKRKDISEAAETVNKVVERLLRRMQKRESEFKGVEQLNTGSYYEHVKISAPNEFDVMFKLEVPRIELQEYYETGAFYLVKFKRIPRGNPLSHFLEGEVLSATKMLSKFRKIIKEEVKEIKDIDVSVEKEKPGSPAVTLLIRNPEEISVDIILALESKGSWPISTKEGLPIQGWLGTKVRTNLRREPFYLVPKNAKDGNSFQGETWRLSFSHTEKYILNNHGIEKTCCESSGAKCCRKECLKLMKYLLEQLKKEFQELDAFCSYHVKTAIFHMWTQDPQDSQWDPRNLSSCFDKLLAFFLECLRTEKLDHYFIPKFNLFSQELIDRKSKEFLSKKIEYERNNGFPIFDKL
* = called active by the depositor; & = joins results of further samples. The list is partial; rates above refer to the full screens.

SMILES | mcGAS RapidFire
Cc1cc(C)cc(CN2C(=O)NC3(CCOc4ccccc43)C2=O)c1 (stereo not drawn) | -5
c1nc(-c2cc(NC3CCCC3)nc3[nH]ccc23)cc(N2CCOCC2)n1 | -23
CSCCC1c2c(n[nH]c2-c2cccs2)OC(=N)C1C#N (stereo not drawn) | 11
Cc1ccc(C(C)C)c(OCCCN2C(=O)C(=O)c3cc(C)ccc32)c1 | -2
CC(=O)Nc1cccc(NCCCc2nc(C)no2)c1C | -6
CS(=O)(=O)CC(=O)Nc1cccc(NC(=O)Cc2ccccc2)c1 | -20
COc1coc(C(=O)NCCc2ccccc2)cc1=O | -7
Cc1nc(N)nc(C)c1CC(=O)N1CCCC(CCc2ccccc2)C1 (stereo not drawn) | -25
C/C(CC(=O)NCc1ccccc1Cl)=N\NC(=O)c1ccccn1 | -3
CCOC(=O)C1=C(C)N=c2s/c(=C\c3ccc(Cl)cc3Cl)c(=O)n2C1c1ccc(OC)cc1 (stereo not drawn) | -8
CC(NC(=O)c1cccc(Cl)c1Cl)C(=O)NCc1ncc(C(C)(C)C)o1 (stereo not drawn) | -3
COC(=O)C(c1cccc(C)c1)n1ccnc1-c1ccccc1C(=O)O (stereo not drawn) | -3
O=C(O)c1nc[nH]c1C(=O)O | -4
COc1cc(OC)cc(C(=O)OC2CCC(C(N)=O)CC2)c1 (stereo not drawn) | -3
COc1ccc(CN2CCN(Cc3csc(C(C)=O)c3)CC2CCO)c(C)c1C (stereo not drawn) | -3
CS(=O)(=O)c1ncc2c(n1)c(=O)c(C#N)c1[nH]c3ccccc3c(=O)n12 | 67*
Cc1nn(-c2ccccc2)nc1C(=O)Nc1ccc(S(=O)(=O)C(F)F)cc1 | -1
COc1ccc(C(C)(C)C(=O)NCC2(O)CCCCCC2)cc1OC | 2
CCCCNCc1ccc(OCC(=O)NC(C)(C)C)c(OCC)c1 | -8
O=C1N(Cc2ccc(F)cc2F)c2ccc(Cl)cc2C12NCCS2 (stereo not drawn) | -9
O=C(NC1CC1)c1nc(-c2ccccc2)n2c1CCCCC2 | -13
Cc1cc(C(=O)NN2C(=O)NC3(CCC(C)CC3)C2=O)c2c(C)nn(C)c2n1 (stereo not drawn) | 23
Cn1c(Cl)cnc1COc1ccc(C(N)=O)cc1 | 4
COc1ccc(NC(=O)CSc2cn(CCNC(=O)c3ccccc3OC)c3ccccc23)cc1 | -6
CC(C)C(C)CNC(=O)N1CCN(c2ccc(Cl)cn2)CC1 (stereo not drawn) | -24
C/C(N)=C(/C#N)C(=O)CSc1nnc(-c2ccncc2)n1Cc1ccccc1 | -1
CCOc1ccc(NC(=O)CSc2nnc(CNC(=O)COc3ccccc3)n2-c2ccc([N+](=O)[O-])cc2)cc1 | -7
CC(=O)c1cccc(CN2CCC(C(=O)Nc3ccc(-n4nc(C)cc4C)cc3)CC2)c1 | -2
N#Cc1cc(NC(=O)c2cccc(F)c2)ccc1Cl | -7
Cc1ccccc1CN(CCO)Cc1ncc[nH]1 | -13
O=C(CC1CSc2nccc(=O)n21)NCc1ccncc1 (stereo not drawn) | -4
COc1ccc(NC(=O)CSc2nnc(C3CC(=O)N(c4ccc(C)cc4)C3)o2)cc1 (stereo not drawn) | -6
Cc1ccc(CN2CCN(C(=O)CCc3cccnc3)C(C)C2=O)cc1 (stereo not drawn) | -9
CN(Cc1cccc2ncccc12)C(=O)c1cccc(-c2ccc(O)cc2)c1 | -17
O=C(Oc1ccc2ccc(=O)oc2c1)c1ccccc1Cl | -3
COc1ccccc1CCNC(=O)CN1C[C@H]2C[C@H](O)[C@H](O)C[C@H]2C1 | -16
CC(=O)c1c(C)oc2ccc(N(C(C)=O)S(=O)(=O)c3cc(C)c(C)cc3C)cc12 | 2
CCO[C@H]1COC[C@@H]1NC(=O)c1ccc2c(c1)nnn2C | -5
CCCc1[nH]ncc1C(=O)N1CCCC(CCc2ccc(F)c(F)c2)C1 (stereo not drawn) | -28
CS(=O)(=O)N1CCOC(CNC(=O)CCC2CCCC2)C1 (stereo not drawn) | -24
CC(=O)Nc1ccc2nc(CN(C)Cc3snnc3C)ccc2c1 | -2
O=C(C1CC2CCC1C2)N1CCN(c2ccc(C(F)(F)F)cn2)CC1 (stereo not drawn) | -7
COCC(=O)N1CCC(C(=O)NCc2ccccc2-c2ccccc2)CC1 | -15
COc1ccc(CN2CCN(Cc3cn(C)nc3-c3ccccc3)CC2CCO)c(C)c1C (stereo not drawn) | -5
CCn1ncnc1C(C)NC(=O)c1cccc(NC(C)=O)c1 (stereo not drawn) | -5
COc1ccc(CNC(=O)CCC2CCCN(C(=O)c3cc(C(C)C)no3)C2)c(OC)c1 (stereo not drawn) | -9
CCN(CC(=O)Nc1cc(C)on1)CC(=O)NC1CCS(=O)(=O)C1 (stereo not drawn) | -7
CCNC(=O)C1Cc2cc(C(F)(F)F)ccc2N2CCCCC12 (stereo not drawn) | 0
COC(Cn1ccnc1-c1ccnc2ccccc12)c1cccs1 (stereo not drawn) | -28
CC1CN(C(=O)Nc2ccc(OCc3cccnc3)cc2)CC(C)O1 (stereo not drawn) | -6
N=c1n(Cc2ccccc2Cl)c2ccccc2n1CC(O)c1ccco1 (stereo not drawn) | -2
CCNC(=O)CN(CC)C(=O)CCSc1ccccc1Br | -20
COC(=O)c1ccccc1NC(=O)c1nn(-c2ccccc2C)c(=O)cc1OC | -36
O=C(NCc1ccccn1)C1CCCN(C2CCN(C(=O)c3ccon3)CC2)C1 (stereo not drawn) | -15
CC(C)NC(=O)C1(C)CCN1C(=O)c1ccccc1Oc1ccccc1 (stereo not drawn) | -13
CCn1c(C2CCNCC2)nn(CC2CCCS(=O)(=O)C2)c1=O (stereo not drawn) | -4
CCC(C)NC(=O)C(C)NC(=O)C1C(C=C(C)C)C1(C)C (stereo not drawn) | -2
COc1ccc2cc(C(C)C(=O)NCC3CCCO3)ccc2c1 (stereo not drawn) | -1
CN1C(=O)C=C(Nc2ccc(OCCO)cc2)C1=O | 3
O=C(Nc1ccccc1N1CCOCC1)C1Cc2cc(Cl)ccc2O1 (stereo not drawn) | -3
New compounds follow:
SMILES | mcGAS RapidFire
COCCn1c(-c2ccccc2)nn(CN2CCN(c3ccc(C(C)=O)cc3)CC2)c1=S | -2
CC(=O)c1ccc(C(=O)N2CCCC(CCC(=O)Nc3ccc(F)cc3C)C2)s1 (stereo not drawn) | -12
O=S(=O)(Nc1cc(F)ccc1F)c1cc(Cl)cc(Cl)c1 | 14
O=C(CN1CCCc2ccccc21)N=Nc1c(O)[nH]c2ccc(Cl)cc12 | -2
CCCCCn1c(SCC#N)nc2cc(C(=O)NCC3CCCO3)ccc2c1=O (stereo not drawn) | -7
COC(=O)/C(C#N)=C\c1c(C)cc(C)c(COC(C)=O)c1C | -4
C=C(C)Cn1c(SCC(=O)N/N=C\C(C)=C\c2ccccc2)nnc1-c1ccc(Br)cc1 | -11
O=C(Cc1ccsc1)Nc1nccs1 | -4
COc1ccc2sc(N(Cc3ccccc3)C(=O)C3CCCN3S(C)(=O)=O)nc2c1 (stereo not drawn) | 5
N#CCOc1cccc(NC(=O)c2cc(F)ccc2Br)c1 | -15
COCCN(Cc1cccnc1)C(=O)C(c1cc(Br)cs1)N(C)C (stereo not drawn) | -5
Cc1cc(C)n(CCC(=O)NCCCn2nnc3ccccc32)c(=O)n1 | -8
CCOc1cc2c(cc1NC(=O)CN1CCN(Cc3ccsc3)CC1)OC(C)C2 (stereo not drawn) | -9
Cc1ccc(C(=O)NC(C)c2ccccn2)c(C)c1 (stereo not drawn) | -1
CC(C)(C)N=C(NC(C)(C)C)C(C(Cl)=C(Cl)Cl)[N+](=O)[O-] (stereo not drawn) | 0
Cc1noc(C)c1CC(=O)N1CCC(CCC(=O)NCc2ccc(F)cc2)CC1 | -3
C=CCC1(O)C(C)C(c2cc(OC)ccc2OC)NC(c2cc(OC)ccc2OC)C1C (stereo not drawn) | -7
CCOc1ccccc1C(=O)Nc1c2c(nn1C(C)(C)C)CS(=O)C2 (stereo not drawn) | -1
Cn1ncc(Cl)c1C(=O)NC1CC(=O)N(Cc2cccc3ccccc23)C1 (stereo not drawn) | -19
Cc1nc(SCC(=O)NC(=O)NC(C)(C)C)c2c(C)c(C)sc2n1 | 5
CCCCN(C(=O)c1cc(F)c(F)c(F)c1F)c1c(N)n(CCC)c(=O)[nH]c1=O | -12
COc1ccc(NC(=O)c2sc(=O)n(Cc3ccc(S(=O)(=O)N(C)C)cc3)c2C)cc1 | -1
CC1CC(C)CN(C(=O)c2cc3c(=O)n4ccccc4nc3n2C)C1 (stereo not drawn) | 8
O=C(CCCn1nnnc1CN1CCc2ccccc2C1)NC1CCOCC1 | 8
NC1=NC(c2cccc(Br)c2)n2c(nc3ccccc32)N1 (stereo not drawn) | 7
Cc1ccc(-n2nc3c(c2NC(=O)Cc2cccc4ccccc24)CS(=O)(=O)C3)c(C)c1 | -10
NS(=O)(=O)NCC1CCCN(C(=O)COc2ccc(Br)cc2F)C1 (stereo not drawn) | -7
CC(C)C1CCCCC1NC(=O)N1CCC(CC(N)=O)CC1 (stereo not drawn) | -6
Oc1[nH]c2ccc(Br)cc2c1N=Nc1ccc(C(F)(F)F)cn1 | 48
Cc1nc(SCCC(=O)N2CCC(C#N)(c3ccccc3)CC2)n(Cc2ccc(Cl)cc2)c1C | -9
O=C(CCC1CCCN(C(=O)c2ccc3nc[nH]c3c2)C1)N1CCN(c2ccccn2)CC1 (stereo not drawn) | -13
CC(C)C(=O)Nc1ccc(SCC(=O)N2CCOCC2)nn1 | 7
N#Cc1ncn(CC(=O)N2N=C(C=Cc3ccco3)CC2c2ccco2)n1 (stereo not drawn) | -10
CNC(=O)c1ccsc1NC(=O)c1ccc(Br)s1 | -4
c1csc(CNc2ncnc3c2nc2n3CCCCC2)c1 | -7
O=C1CCCN1CC1CCCN(c2ncnc3c2CCNC3)C1 (stereo not drawn) | -17
CN(C)CCn1cnc2c1c(=O)n(C)c(=O)n2C | -11
CCN(C(=O)c1ccc(CNc2ccc(C)cc2)cc1)C1CC1 | -46
Cc1ccc(NC(=O)CNCc2cc(CC(C)C)on2)c(C)c1 | -60
N#Cc1nc(COc2ccccc2F)oc1N1CCCC1 | -20
O=C(C=Cc1ccc([N+](=O)[O-])o1)c1ccc(I)cc1 | -5
O=C1CCc2cc(S(=O)(=O)N3CCC4(CCNCC4)C3)ccc2N1 | -9
Cc1ccc(C(=O)Nn2cnc3c(cnn3C(C)(C)C)c2=O)cc1C | -7
COc1ccc(NC(=O)Cc2ccc(Cl)cc2Cl)cn1 | -11
Cc1ccc(C(=O)N2CCCC(N3CCN(c4ccccc4C)CC3)C2)c(=O)[nH]1 (stereo not drawn) | -11
Cc1ccc(C)c(C(=O)OC(C(N)=O)c2ccccc2)c1 (stereo not drawn) | -14
COc1ccc(C2c3cccn3CCN2C(=O)NC(C)(C)C)cc1 (stereo not drawn) | 4
O=c1ccc(-c2ccncc2)nn1CCCNS(=O)(=O)c1cccs1 | -5
O=C(NCCCn1ccccc1=O)c1ccc(C2SCCCS2)cc1 | 1
O=C(O)c1cc(-c2ccccc2)nc2ccccc12 | 0
COc1cccc(COC2CCCN(C(=O)c3ccc(Cl)cc3)C2)c1 (stereo not drawn) | 4
CNc1cncc(-c2ccc(N)cc2)n1 | -4
O=C(c1cc(COc2ccc3c(c2)CCCC3)on1)N1CC=C(c2ccccc2)CC1 | -3
O=c1[nH]c2ccc(S(=O)(=O)N3CCCC3c3nc4ccccc4s3)cc2[nH]1 (stereo not drawn) | -6
CC(C)(C)c1ccc(NC(=O)COc2ccc(-n3ccnc3)cc2)cc1 | -17
O=c1c2nnc3c(-c4ccccc4)cnn3c2ccn1C1CCCCC1 | -5
Cc1cccc(N2CCN(C(=O)C3CCC(=O)N(CCc4cccc(F)c4)C3)CC2)n1 (stereo not drawn) | 7
CC(C)Cn1ccnc(Oc2cccc(Br)c2)c1=O | -4
COCCN(CC1CCCN(C2Cc3ccccc3C2)C1)C(=O)CN1CCCCC1 (stereo not drawn) | -13&-8
COC1(C)CC(NC(=O)NCc2cccc(-n3cncn3)c2)C1(C)C (stereo not drawn) | -7
Cc1cnc(C(=O)NCc2nc(-c3ccccc3)no2)cn1 | -3
